Compound activity as filed in PubChem BioAssay.
PhoP GFP inhibition – PhoP regulon inhibitors, Salmonella typhi PhoP promoter GFP reporter, confirmatory (AID 1850); Salmonella Typhi PhoP-promoter GFP reporter, fluorescence, 4 h; higher % means a stronger effect; one-dose inhibition, % at 50 µM; IC50 in µM for titrated hits; 310,000 tested, 0.33% active; in the data active = a potency from the dose series; inconclusive = inhibition mostly from about 25% at the one dose, without a potency; inactive = the rest, 99 in 100 with inhibition below about 19%;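 also: 0% = induced wells with vehicle and 100% = uninduced wells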
M. tuberculosis – growth inhibition of non-replicating M. tuberculosis (AID 488890); Mycobacterium tuberculosis non-replicating, growth inhibition; higher % means a stronger effect; one-dose inhibition, % at 25 µM; IC50 in µM for titrated hits; 320,000 tested, 0.39% active; in the data active = a potency from the dose series; inconclusive = inhibition mostly from about 82% at the one dose, without a potency; inactive = the rest, 99 in 100 with inhibition below about 76%;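 also: plate controls were DMSO cells for no effect and high antibiotic wells for full effect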
H37Rv inhibition – M. tuberculosis growth inhibition, HTS (AID 449762); one-dose inhibition, % at 25 µM; IC50 in µM for titrated hits; 330,000 tested, 0.59% active; M. tuberculosis H37Rv growth inhibition, 7H9 media; higher % means a stronger effect; in the data active = a potency from the dose series; inconclusive = inhibition above about 70% without an active follow-up result;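 also: bacterial growth assessed after seven days of incubation; strong numbers were not always called active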
H1N1 NS1A inhibition – H1N1 influenza NS1A inhibitors, functional cell based assay (AID 504329). NS1A functional cell-based assay, percent inhibition; higher % means a stronger effect. one-dose inhibition, % at 12.5 µM; IC50 in µM for titrated hits. 340,000 tested, 0.3% active; in the data active = a potency from the dose series; inconclusive = inhibition above about 27% without an active follow-up result; also: strong numbers were not always called active
VEEV TC-83 Vero – inhibitors of VEEV TC-83 cytopathic effect, confirmation, Vero cells (AID 588727); Vero cells, VEEV TC-83 cytopathic effect inhibition; higher % means a stronger effect; inhibition, % at 20 µM; hits with a dose series show IC50 in µM; 350,000 tested, 0.13% active; in the data active = a potency from the dose series; inconclusive = inhibition mostly from about 14% at the one dose, without a potency; inactive = the rest, 99 in 100 with inhibition below about 12%; also: strong numbers were not always called active
VEEV TC-83 Vero 10K pilot screen – second read-out of VEEV TC-83 Vero, no call of its own (marks repeat the call); inhibition, %; measured here: 10K pilot screen inhibition
An asterisk follows results filed as active; i = inactive; ? = inconclusive; · = not tested or not shown.

SMILES	PhoP GFP inhibition	M. tuberculosis	H37Rv inhibition	H1N1 NS1A inhibition	VEEV TC-83 Vero	others
O=C(NCC1CCCO1)c1sc(=S)n2c1[nH]c(=O)c1ccc(C(=O)N3CCCCC3)cc12 (stereo not given)	-4%	30%	6%	12%	7.5%
COc1ccc(NC(=O)C/C(C)=N/NC(=O)c2ccccn2)c(OC)c1	6%	59%	?	1%	0.1%
COc1ccc(C(=O)CCC(=O)NC2=NCCS2)cc1	-32%	7%	14%	7%	i
CC(=O)COC(=O)c1cccc(N2C(=O)C3C4C=CC(C4)C3C2=O)c1 (stereo not given)	-6%	-5%	-5%	10%	i
COC(=O)c1scc(C)c1NC(=O)Cc1ccccc1	-1%	2%	-4%	-3%	0.8%
O=C1c2ccccc2C(=O)N1CCc1c[nH]c2ccc(O)cc12	-7%	9%	8%	6%	1.6%
Clc1ccc2ncc(-c3nnnn3-c3ccccc3)c(-c3ccccc3)c2c1	-3%	25%	5%	2%	2.0%
C=CCn1c(SCC(=O)N2CC(C)OC(C)C2)nnc1-c1ccncc1 (stereo not given)	·	-10%	-14%	-5%	0.3%
COc1cccc(CSc2nnc(C(F)(F)F)n2Cc2ccc(F)cc2)c1	6%	16%	-5%	-5%	5.0%
COc1ccc(OCC(=O)Nc2ccncc2)cc1	13%	·	3%	-5%	6.7%
COc1ccc(-c2noc(CSc3nc4sc(C)c(C)c4c(=O)n3-c3ccccc3)n2)cc1OC	-8%	-3%	4%	-6%	0.9%
Cc1nc2cc3ccccc3cc2c(=O)[nH]1	-10%	9%	2%	2%	i
CCN(Cc1ccccc1)c1ccc(/C=N/NC(=O)c2cccc(S(=O)(=O)N3CCOCC3)c2)cc1	-6%	-15%	6%	0%	1.4%	VEEV TC-83 Vero 10K pilot screen=3.0
CCCc1cc2c(cc1NC(=O)c1ccccc1Cl)OCO2	3%	62%	2µM*	1%	i
Cc1ccc(NC(=O)C2C3C=CC4(CN(Cc5cccnc5)C(=O)C24)O3)cc1F (stereo not given)	-11%	4%	-10%	9%	0.6%
CCc1ccc(-c2nc(SCC(=O)c3c(N)n(C4CC4)c(=O)[nH]c3=O)n[nH]2)cc1	·	5%	-3%	-9%	1.2%
CCCNC(=O)CN(C1CCCCC1)S(C)(=O)=O	0%	-3%	4%	-13%	1.7%
Cc1ccc(OCC(O)Cn2c(N)nc3c2c(=O)n(C)c(=O)n3C)cc1 (stereo not given)	27%	-11%	5%	4%	2.9%
O=C(O)CC1(CC(=O)NCc2ccccn2)CCCCC1	3%	-16%	-2%	-23%	0.5%
CCCCOC(=O)N1CCOCCOCCOCCOCC1	-4%	-12%	-6%	-25%	5.5%
COc1ccc(COC[C@H](C)[C@H](O)[C@@H](C)[C@H]2OC(=O)[C@@H]2C)cc1	-2%	15%	0%	-2%	1.1%
CCN(CC)C(=O)c1cc2sc3ccccc3c2s1	2%	42%	8%	-18%	3.0%
CN1CCN(S(=O)(=O)c2cccc(C(=O)N(C)CC(=O)Nc3ccc(Cl)c(Cl)c3)c2)CC1	·	·	·	7%	5.8%
O=C(Nc1ccccc1C(F)(F)F)NC1CCCCCCC1	-5%	-5%	-4%	21%	i
COc1ccc(Nc2cc(=O)oc3ccccc23)cc1	-11%	·	-13%	8%	0.6%

2 consecutive entries already listed:
SMILES	PhoP GFP inhibition	M. tuberculosis	H37Rv inhibition	H1N1 NS1A inhibition	VEEV TC-83 Vero	others
O=C(NCC1CCCO1)c1sc(=S)n2c1[nH]c(=O)c1ccc(C(=O)N3CCCCC3)cc12 (stereo not given)	-4%	30%	6%	12%	7.5%
COc1ccc(NC(=O)C/C(C)=N/NC(=O)c2ccccn2)c(OC)c1	6%	59%	?	1%	0.1%

Some of these compounds in order of molecular weight, ascending:
SMILES	PhoP GFP inhibition	M. tuberculosis	H37Rv inhibition	H1N1 NS1A inhibition	VEEV TC-83 Vero	others
CCCCOC(=O)N1CCOCCOCCOCCOCC1	-4%	-12%	-6%	-25%	5.5%
CC(=O)COC(=O)c1cccc(N2C(=O)C3C4C=CC(C4)C3C2=O)c1 (stereo not given)	-6%	-5%	-5%	10%	i
C=CCn1c(SCC(=O)N2CC(C)OC(C)C2)nnc1-c1ccncc1 (stereo not given)	·	-10%	-14%	-5%	0.3%

(continued)
SMILES	PhoP GFP inhibition	M. tuberculosis	H37Rv inhibition	H1N1 NS1A inhibition	VEEV TC-83 Vero	others
Cc1cc(C)n(-c2nc3c(c(=O)[nH]c(=O)n3C)n2CC(C)C)n1	-7%	·	2%	-2%	1.5%
CCN(CCn1cccn1)C(=O)C1CCC(=O)N(CCN2CCOCC2)C1 (stereo not given)	-5%	-2%	8%	9%	0.8%
CCCc1c(C(=O)NNc2cccc(Cl)c2)cnn1-c1ccccc1	2%	?	?	0%	2.2%
CCCC1=C(C(=O)OCC)C(c2cc(Cl)cc(OC)c2OCC(=O)OCC)NC(=O)N1 (stereo not given)	2%	19%	0%	-18%	0.9%
Cc1ccccc1/C=c1\s/c(=C\C(=O)C(C)(C)C)[nH]c1=O	-9%	?	?	-2%	5.8%
Cc1ccc(Nc2ncnc3ccccc23)cc1	3%	57%	4%	-7%	0.8%
CC1(C)CC(=O)c2cc(OCC(=O)NCCCN3CCN(c4ccc(F)cc4)CC3)ccc2O1	-4%	40%	-1%	11%	i
CCn1ncc(C(=O)Nc2cc(C)on2)c1C	7%	-15%	-2%	0%	2.4%
O=C(NNC(=O)c1ccc2ccccc2c1O)c1cccs1	-9%	-3%	5%	-2%	2.7%
Cc1ccc(CNS(=O)(=O)c2ccc3c(c2)CCN3C(=O)CCCC(=O)O)cc1	-3%	-24%	5%	-3%	0.4%
CCOC(=O)c1cnc2c(C(=O)OC)cccc2c1NCc1ccco1	-21%	15%	-4%	3%	0.2%
NC(=O)c1cc([N+](=O)[O-])ccc1NCc1cnccn1	-3%	5%	-5%	3%	i
COc1cccc(NC(=O)CN(C)C(=O)[C@@H]2CCCN2C(=O)c2cccs2)c1	·	5%	-3%	-6%	0.6%
CCOc1ccc2nc(COC(=O)c3ccncc3)c(C(=O)c3ccccc3)[n+]([O-])c2c1	4%	-4%	-4%	·	0.3%
CCN1C/C(=C\c2cc(OC)c(OC)c(OC)c2)C2=NN(c3ccccc3)C(c3cc(OC)c(OC)c(OC)c3)C2C1 (stereo not given)	·	·	·	-28%	52%
Cc1ccc(N2C(=O)CC(Sc3cccs3)C2=O)cc1 (stereo not given)	-1%	?	-4%	-19%	0.8%
CSc1ccc(CN(C)C(=O)c2cc3ccccc3o2)cc1	0%	79%	-2%	-2%	1.5%
CCOC(=O)n1c(=O)n(Cc2ccc(OC)cc2)c2ccccc21	1%	-5%	1%	-1%	i
COc1ccc(S(=O)(=O)Cc2ccc(C(=O)N3CCN(c4cc(Cl)ccc4C)CC3)o2)cc1	0%	·	-5%	2%	6.5%
COC(=O)C1C(=O)C=C(Nc2ccc(F)cc2F)CC1c1ccc(OC)cc1 (stereo not given)	-5%	5%	-6%	0%	0.4%
CCN(CC)CCCNC(=O)c1ccc(Cl)c(S(=O)(=O)Nc2ccccc2OC)c1	2%	6%	-17%	3%	1.6%
CCOc1ccc(-n2cc(C(=O)N3CCC(C)CC3)c3cc(OC)c(OC)cc3c2=O)cc1	-1%	30%	-1%	16%	2.1%	VEEV TC-83 Vero 10K pilot screen=9.2
CCOC(=O)Cn1c(=NC(=O)c2cccs2)sc2cc(C(=O)OC)ccc21	-8%	-3%	-8%	-2%	0.0%
Brc1ccccc1C1=Nn2c(nnc2-c2ccco2)SC1	0%	10%	-3%	-16%	i
Cc1nc(N2CCOCC2)c2c(C)c(C(=O)Nc3ccccc3C(F)(F)F)sc2n1	26%	33%	6%	-9%	4.1%
(list continues)
SMILES	PhoP GFP inhibition	M. tuberculosis	H37Rv inhibition	H1N1 NS1A inhibition	VEEV TC-83 Vero	others
O=C(COC(=O)C1CCN(S(=O)(=O)c2ccc3c(c2)OCCO3)CC1)NC1CCS(=O)(=O)C1 (stereo not given)	-7%	-18%	-3%	1%	2.0%
Nc1nnc(CC2=CCCCC2)s1	-2%	6%	-8%	0%	0.6%
COc1ccccc1NC(=O)CN1CCN(c2ccc(F)cc2)CC1	·	·	·	-2%	0.8%
COc1ccc(-n2c(C)cc(/C=N/Nc3nc(N4CCOCC4)nc(N4CCOCC4)n3)c2C)cc1	-5%	17%	4%	11%	11%
COc1ccc(NC(=O)NC(C)(C(F)(F)F)C(F)(F)F)cc1	7%	3%	44%	2%	0.4%
COc1ccccc1C(=O)N/N=C(\C)CC(=O)Nc1ccc(Nc2ccccc2)cc1	8%	23%	64%	6%	2.0%
COc1ccc(S(=O)(=O)Nc2nc3ccccc3nc2NCc2ccc3c(c2)OCO3)cc1	-4%	-13%	3%	3%	0.5%
CCOc1cc(/C=N\NC(N)=O)cc(Br)c1OC(C)C	6%	55%	4%	16%	0.2%
O=C(O)c1cc([N+](=O)[O-])ccc1N1CCCCC1	-7%	-12%	8%	9%	i
COc1ccc(C(=O)/C=C(\C)Nc2ccc(NC(C)=O)cc2)cc1	16%	0%	22%	7%	0.7%
CC1(c2ccc(Cl)cc2Cl)NC(=O)N(CC(=O)Nc2cccnc2Cl)C1=O (stereo not given)	-1%	-13%	-7%	-5%	3.7%
O=C(O)c1cncc(C#Cc2ccccc2)c1	-3%	-4%	11%	-22%	0.1%
Cc1cc2[nH]c3ccccc3c2cn1	12%	6%	7%	6%	1.1%
CCC(Sc1nc(-c2ccccc2)cc(=O)[nH]1)C(=O)O (stereo not given)	1%	5%	24%	-18%	0.1%
CCC(=O)Nc1nc2ccc(NC(=O)COc3ccccc3)cc2s1	0%	-13%	-1%	-7%	3.2%
Cc1ccc(C(=O)CCC(=O)N(C)CC(=O)Nc2ccccc2Br)cc1	-3%	-1%	4%	-6%	4.7%
CCCOCC(O)CCc1n[nH]c(=S)n1-c1ccccc1 (stereo not given)	-2%	5%	-8%	-18%	i
CC1(C)CC(=O)C(C=N)=C(O)C1	-5%	-7%	9%	-5%	0.9%
Nc1c(N(Cc2ccccc2)C(=O)CCc2ccccc2)c(=O)[nH]c(=O)n1Cc1ccccc1	·	38%	-1%	-4%	1.4%
COc1ccc(C2NC(c3ccc(OC)cc3)C(C)C(=O)C2C)cc1 (stereo not given)	6%	28%	7%	1%	i
COc1cc(-c2c(NC(=O)c3ccco3)oc3ccccc3c2=O)cc(OC)c1OC	-12%	24%	-6%	-4%	2.0%
COc1ccc(S(=O)(=O)N2CCC(C(=O)N[C@H](C(=O)N3CCCCCC3)C(C)C)CC2)cc1	7%	6%	-8%	-4%	0.5%
COC(=O)/C(C#N)=C/N(C)C	2%	3%	5%	-3%	0.2%
CC(=O)Nc1ccc(-n2nnnc2SCC(=O)Nc2cccc(NC(=O)c3ccco3)c2)cc1	9%	-6%	9%	-2%	i
COc1ccc(S(=O)(=O)N2CCCC(C(=O)NCc3ccco3)C2)cc1OC (stereo not given)	-2%	-1%	2%	-8%	0.2%
(listing goes on)
SMILES	PhoP GFP inhibition	M. tuberculosis	H37Rv inhibition	H1N1 NS1A inhibition	VEEV TC-83 Vero	others
COc1ccccc1N1CCN(CCCN2CC(=O)N3CCCCC3C2=O)CC1 (stereo not given)	·	·	·	-2%	i
CC(=O)NC(=S)Nc1sc2c(c1C#N)CCCCC2	·	·	·	2%	1.1%
OCCNc1nc(Nc2ccc(Br)cc2)nc2ccccc12	6.9µM*	67%	?	·	·
CCOC(=O)C1(Cc2ccccc2C)CCCN(S(=O)(=O)CC)C1 (stereo not given)	-3%	-10%	-2%	-9%	0.0%
N#Cc1ccc(NC(=O)CN2CCN(C(=O)c3cccs3)CC2)cc1Cl	·	·	·	-4%	i
CS(=O)(=O)c1nsc2nc(=O)c(/C=C3\C=Nc4ccccc43)c(N)n12	-19%	46%	8%	2%	1.2%
Cn1c(SCc2ccc3c(c2)OCO3)nnc1-c1ccccc1	4%	68%	-12%	6%	0.8%
Cn1c(Cn2nnc(-c3ccccc3)n2)nnc1SCc1ccccc1Cl	7%	24%	-2%	5%	1.5%
S=C(NCCCN1CCOCC1)Nc1ccc(Nc2ccccc2)cc1	7%	32%	-1%	-2%	0.8%
COc1ccc(C(=O)NCc2nnc(SCC(=O)N3CCOCC3)o2)cc1	-4%	12%	-4%	0%	5.9%
O=C(CNC(=O)c1ccccc1F)NCc1cccnc1	4%	-5%	-8%	-4%	2.2%
Cc1ccc2c(c1)C(c1ccccc1)N(C(=O)c1ccccc1)CC(=O)N2 (stereo not given)	8%	23%	-7%	0%	0.7%
COc1ccc(Br)cc1CN(C)CC(=O)Nc1c(Cl)cccc1Cl	3%	28%	2%	-3%	0.8%
COC(=O)C1=C(c2cccc(OCc3ccccc3)c2)C[C@@H]2CC[C@H]1N2C(=O)NCc1ccc(C(F)(F)F)cc1	·	-9%	10%	9%	i	VEEV TC-83 Vero 10K pilot screen=1.1
